PfGluPho inh – PfG6PD (Plasmodium falciparum) enzyme inhibition | 350,000 tested, 0.78% active | inhibition, % at 20 µM | PfGluPho enzyme, NADPH resazurin-diaphorase fluorescence;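 active means inhibition reaching at least a set limit at 20 µM in the primary screen, cut at about 59% in these data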;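 further: 0% = DMSO wells with substrate and 100% = DMSO wells lacking glucose-6-phosphate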
SENP8 block-1 – SENP8 (human) protease inhibition | 360,000 tested, 0.64% active | recombinant SENP8, Nedd8 substrate fluorescence | inhibition, % at 20 µM | AID 602440 | Q96LD8; in the data active means inhibition mostly above about 40%, no sharp cut-off; inactive means mostly below about 27%
Target sequence (Q96LD8 whole entry, looked up): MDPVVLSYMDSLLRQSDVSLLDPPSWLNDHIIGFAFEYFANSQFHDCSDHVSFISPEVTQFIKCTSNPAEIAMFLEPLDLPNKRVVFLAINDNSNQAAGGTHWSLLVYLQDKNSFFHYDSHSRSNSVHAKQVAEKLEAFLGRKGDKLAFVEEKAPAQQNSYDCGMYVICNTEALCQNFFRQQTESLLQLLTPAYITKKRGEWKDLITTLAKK
UBC13 polyUb – inhibitors of human UBC13 polyubiquitin chain formation; inhibition, % at 20 µM; AID 485273; P61088; TR-FRET; 330,000 tested, 0.47% active; in the data active means inhibition above about 45%, passing the limit was not always enough
Target sequence (P61088 whole entry, looked up): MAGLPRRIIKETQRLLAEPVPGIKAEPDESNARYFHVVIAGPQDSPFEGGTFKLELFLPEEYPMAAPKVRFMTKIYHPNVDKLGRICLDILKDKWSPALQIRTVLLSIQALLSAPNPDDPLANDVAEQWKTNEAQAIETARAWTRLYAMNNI
HKDC1 inhibitor – HKDC1 (human) hexokinase inhibition. 340,000 tested, 0.16% active. recombinant HKDC1, G6PDH/diaphorase resazurin coupled fluorescence. inhibition, % at 20 µM. Q2TB90. AID 493160;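 active means inhibition above about 35% when tested at 20 µM, limit read from the data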;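 further: plate controls were DMSO wells with enzyme for no effect and DMSO wells lacking enzyme for full effect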
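Test system: Recombinant HKDC1 (HK5) hexokinase enzyme, produced in-house | Input: HKDC1 at 5 µg/mL | Buffer or medium: Tris pH 8.0 buffer with MgCl2, Tween-20, BSA, BME | Schedule: 90 min reaction incubation at room temperature, dark | Technique: Resazurin-to-resorufin fluorescence via G6PDH and diaphorase coupling, 525/613 nm | Controls: DMSO wells with and without enzyme mix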
SENP8 block-2 – SENP8 protease inhibition; purified SENP8, Z-RLRGG-aminoluciferin cleavage, luminescence; inhibition, % at 10 µM; 330,000 tested, 1.2% active; AID 2540; in the data active means inhibition above about 50%
SENP1 FRET inh – SENP1 (human) catalytic domain inhibition; Q9P0U3; recombinant SENP1 catalytic domain, CyPet-SUMO1-YPet FRET cleavage; inhibition, % at 10 µM; 360,000 tested, 0.21% active;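 active means inhibition at least 30% at 10 µM, raw YFP signal under a set limit, fluorescence ratio 0.5 to 1.5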;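 further: 0% = enzyme with DMSO and 100% = no enzyme wells; some results filed as inactive read as strong as hits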
Target sequence (Q9P0U3 419-644 limits assumed): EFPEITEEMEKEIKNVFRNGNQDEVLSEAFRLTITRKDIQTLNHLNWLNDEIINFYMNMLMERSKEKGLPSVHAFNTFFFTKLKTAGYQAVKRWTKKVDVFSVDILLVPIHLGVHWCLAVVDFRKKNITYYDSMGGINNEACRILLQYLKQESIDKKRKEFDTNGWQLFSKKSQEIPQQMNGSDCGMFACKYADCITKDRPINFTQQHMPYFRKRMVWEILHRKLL
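Assay system: hSENP1 catalytic domain, recombinant. Amount: SENP1 enzyme, 20 pM final. Schedule: 50 min reaction, RT, dark. Technique: FRET, CFP and YFP emission. Control set: no-enzyme wells low, DMSO-plus-enzyme wells high control.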
SENP6 block – blocks the human protease SENP6; Q9GZR1; inhibition, % at 10 µM; Recombinant SENP6 catalytic domain, aminoluciferin luminescence; 330,000 tested, 1.8% active;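 active means inhibition above about 50% at the single tested dose, limit read from the data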;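 further: plate controls were DMSO wells with enzyme for no effect and DMSO wells lacking enzyme for full effect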
MIN6 prolif – inducers of beta-cell replication in MIN6 cells. 330,000 tested, 0.29% active. proliferation, % at 10 µM. MIN6 cells proliferation, ATPlite luminescence, 48 h; cells starved in 0.2% serum; 100% = growth in 10% serum;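 active means compounds whose signal lies at least 3.5 SD above the mean of all wells on their plate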;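 further: 0% = DMSO-treated cells in low-serum medium and 100% = 10% serum control; some compounds called inactive have numbers as strong as hits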
SENP7 inh – blocks the human protease SENP7; Q9BQF6; recombinant SENP7, Z-RLRGG-aminoluciferin luminescence, 40 min; inhibition, % at 5 µM; 330,000 tested, 1.5% active; AID 434973;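 active means inhibition above about 50% at the single test dose, limit read from the data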;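 further: plate controls were DMSO with enzyme for no effect and no enzyme buffer wells for full effect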
Target sequence (Q9BQF6 706-1050 limits assumed): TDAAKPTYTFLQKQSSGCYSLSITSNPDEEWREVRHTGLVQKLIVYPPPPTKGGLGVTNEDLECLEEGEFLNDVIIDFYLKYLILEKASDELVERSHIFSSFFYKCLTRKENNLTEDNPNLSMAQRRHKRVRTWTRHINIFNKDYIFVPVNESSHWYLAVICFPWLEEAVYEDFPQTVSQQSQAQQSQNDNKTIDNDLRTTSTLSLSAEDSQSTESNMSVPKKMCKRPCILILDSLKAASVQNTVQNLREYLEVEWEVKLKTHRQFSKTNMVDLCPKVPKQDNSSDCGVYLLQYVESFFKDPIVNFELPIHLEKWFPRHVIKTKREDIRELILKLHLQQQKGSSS
Numbers without * were called inactive; . = no result given. Hits appear at their usual frequency, and some 4% of all compounds hit somewhere here.

SMILES	SENP6 block	HKDC1 inhibitor	SENP1 FRET inh	PfGluPho inh	SENP7 inh	SENP8 block-2	UBC13 polyUb	SENP8 block-1	MIN6 prolif
CC(C)Oc1ccccc1C1CC(=O)Nc2cc3c(cc21)OCCO3 (stereo not given)	-0.5	2.0	0.5	58.1	14.1	-0.4	-4.5	24.9	-6.1
COc1ccc(OC)c(NC(=O)CN2C(=O)COc3ccc(S(=O)(=O)N4CCCC4)cc32)c1	-2.7	2.3	0.2	5.4	0.5	1.6	6.7	13.1	-1.3
O=C(NCC1CC1)Nc1cccs1	-12.8	-6.9	-1.6	8.8	15.7	-7.6	-0.9	15.8	-2.2
C=CCNC(=O)CSc1nnc(-c2ccccc2Cl)n1-c1c(C)n(C)n(-c2ccccc2)c1=O	1.2	-7.1	-1.0	5.3	2.4	-5.2	11.2	2.8	0.1
COc1ccc(C2Nc3ccc(Br)cc3C(c3ccccc3)N2CC(=O)O)cc1 (stereo not given)	-6.1	1.7	2.6	-2.0	8.3	-6.0	-1.3	-23.5	0.1
c1ccc(-c2csc(Nc3ccc4c(c3)OCCO4)n2)cc1	95.5*	-5.6	25.4	53.2	91.2*	90.9*	8.1	-130.7	-1.0
Cc1cnc(C(=O)OCC(=O)Nc2ccc(Br)c(C)c2)cn1	-6.3	-1.7	-0.7	5.6	2.7	-3.6	-7.6	-2.9	0.0
Cc1cc(OCC(=O)N(Cc2ccco2)C2CCS(=O)(=O)C2)cc(C)c1Cl (stereo not given)	-6.8	0.2	-0.3	-1.2	4.6	2.6	1.7	11.9	-1.1
CCOc1nc(NCCO)nc(Nc2ccc([N+](=O)[O-])cc2)n1	-2.8	-2.4	1.9	-2.3	2.3	2.5	-1.0	15.7	0.5
Cc1ccc(S(=O)(=O)N2CCOCC2)cc1NC(=O)COC(=O)CNC(=O)c1ccc(Cl)cc1Cl	3.1	-3.0	0.3	-2.1	-1.5	-2.9	0.2	4.1	-2.4
CNC(=S)NNC(=O)c1cccn(Cc2ccccc2)c1=O	1.9	-1.3	-0.1	-0.4	7.8	-3.2	-1.0	-171.6	1.5
O=C(O)/C=C/C(=O)Nc1nccs1	-2.7	-6.4	-4.3	8.5	-3.2	6.2	-0.1	2.5	-1.4
O=C(CCc1ccccc1)NNC(=S)NCc1ccc(Cl)cc1	-8.6	-7.0	1.4	0.2	-7.9	2.6	-1.4	6.6	3.4
CCOc1ccc(N(CC(=O)NCc2ccco2)S(C)(=O)=O)cc1	-25.2	-0.6	-2.8	-17.5	-0.2	-5.1	-8.2	27.5	-0.8
COC(=O)c1c(-c2ccccc2Cl)noc1/C=C/N(C)C	-3.7	-9.1	8.5	20.0	-5.2	-14.4	-32.4	4.2	-5.9
COc1ccc(C)cc1NC(=O)c1cc2c(CO)cnc(C)c2oc1=N	2.6	-3.8	-0.8	3.4	1.8	10.6	-8.7	-20.8	-2.5
COC(=O)c1ccc(-c2ccc(Cl)cc2)nc1C	76.1*	-6.1	-0.1	22.9	76.0*	57.5*	-6.2	15.9	0.0
CN1C(N)=NC(=O)/C1=C/c1ccccc1F	-20.3	-14.3	-2.8	-4.8	0.6	-4.4	-20.9	16.8	-3.1
CCCCn1c(SCC(=O)N2CCCC2)nc2c1c(=O)n(C)c(=O)n2C	10.9	-12.5	2.1	6.9	3.5	4.0	-2.6	0.7	3.1
COc1ccc(NC(=O)CN(C)C(=O)CSCC(=O)Nc2ccc(C)cc2)cc1	-7.6	0.9	-1.1	-3.3	-18.8	-13.8	-2.5	53.1*	-0.2
CCCCC(CC)C(=O)Nc1ccc(C#N)cc1 (stereo not given)	-15.9	4.7	1.4	13.8	-6.4	-11.2	-3.9	14.5	-1.2
CCN(CC)CCOC(=O)c1ccc(N/C=C(/C#N)c2nc(-c3cc4ccccc4oc3=O)cs2)cc1	-51.3	-3.0	6.6	42.2	-6.7	-8.3	114.0*	-74.3	-6.0
COc1ccccc1NC(=O)C(C)OC(=O)CCNS(=O)(=O)c1cccc(C(F)(F)F)c1 (stereo not given)	-14.5	-2.5	3.1	7.0	2.9	8.0	22.1	6.3	-2.7
COc1ccc2c(c1)c(C(=O)CN1CCc3ccccc3C1)c(C)n2C	-5.4	0.5	-0.6	16.7	-4.5	-13.5	7.3	4.8	-1.3
CCOC(=O)c1c(C)oc2c1c(C=NCc1ccccn1)c(O)c1ccccc12	.	21.5	-26.8	67.8*	.	.	.	-77.9	.
CCCC(=O)Nc1cc(C)c(NC(=O)Cc2ccccc2)cn1	-18.2	.	.	.	-7.9	-1.1	-7.1	.	-2.1
O=C(Cn1cnnn1)Nc1cccc(S(=O)(=O)N2CCCCC2)c1	-1.8	-4.8	1.5	-16.9	-1.1	-1.9	5.5	14.3	4.8
CSc1ccccc1NC(=O)Nc1cccc2ccccc12	0.2	1.9	-2.3	6.6	0.8	-1.8	2.5	-49.1	-0.8
NC(=O)c1ccccc1OCC(=O)Nc1ccc(Cl)c(Cl)c1	51.6*	0.3	2.0	10.9	26.6	17.6	17.4	12.8	1.9
C=CCNC(=O)C(=O)N/N=C/c1cccc(Br)c1	-1.1	-2.8	0.7	12.5	-0.1	0.7	0.2	8.9	3.1

Complete entries as entered above. Screens in order: SENP6 block | HKDC1 inhibitor | SENP1 FRET inh | PfGluPho inh | SENP7 inh | SENP8 block-2 | UBC13 polyUb | SENP8 block-1 | MIN6 prolif
CNC(=S)NNC(=O)c1cccn(Cc2ccccc2)c1=O in the list: 1.9 | -1.3 | -0.1 | -0.4 | 7.8 | -3.2 | -1.0 | -171.6 | 1.5
Cc1cnc(C(=O)OCC(=O)Nc2ccc(Br)c(C)c2)cn1 in the list: -6.3 | -1.7 | -0.7 | 5.6 | 2.7 | -3.6 | -7.6 | -2.9 | 0.0
COc1ccc(C)cc1NC(=O)c1cc2c(CO)cnc(C)c2oc1=N in the list: 2.6 | -3.8 | -0.8 | 3.4 | 1.8 | 10.6 | -8.7 | -20.8 | -2.5

Carrying on.
SMILES	SENP6 block	HKDC1 inhibitor	SENP1 FRET inh	PfGluPho inh	SENP7 inh	SENP8 block-2	UBC13 polyUb	SENP8 block-1	MIN6 prolif
CCCNC1CCS(=O)(=O)C1 (stereo not given)	8.7	-0.9	-0.2	-13.4	8.8	-6.6	-4.1	11.0	-1.3
O=c1c2cnn(-c3ccc(F)cc3)c2ncn1Cc1ccccc1	-12.2	-4.3	0.0	-12.3	5.3	-5.8	-2.6	39.6	7.0
O=C(N/N=C/c1ccccc1)c1sccc1OCc1ccc(F)cc1	-6.4	-7.8	3.2	6.2	-3.4	1.4	3.8	21.7	-2.0
O=C(CC1COc2ccccc2O1)Nc1ccccn1 (stereo not given)	6.0	-9.3	0.1	-16.4	-3.8	3.9	1.1	-4.2	-3.9
Nc1nc(NCCCN2CCOCC2)nc(Nc2cccc(F)c2)c1[N+](=O)[O-]	0.1	1.9	1.6	0.8	-6.8	-3.6	1.9	30.2	3.6
COc1ccc(-c2csc(COC(=O)C(C)(C)C)n2)cc1	14.0	1.1	1.5	13.1	30.7	-4.3	-1.2	14.3	-2.5
CCn1c(SCc2c(Cl)cccc2Cl)nnc1-c1nn(-c2ccccc2)ccc1=O	4.7	16.5	-0.6	-24.1	1.9	9.3	1.6	13.9	-2.8
Cc1nnc2n1N=C(c1ccccc1)CS2	0.2	-4.6	0.5	0.3	-0.8	1.5	4.1	15.7	-1.6
CC(/C=N/NC(=O)c1cc(-c2cccs2)[nH]n1)=C\c1ccccc1	-10.9	1.3	1.5	-2.1	-15.6	-12.0	-27.5	13.0	-3.4
CC(C)(C)C(=O)Cn1ncc(N2CCCC2)c(Br)c1=O	0.1	-1.4	0.3	8.0	-3.7	-4.0	-6.4	17.1	0.8
Cc1cc(OC(=O)c2cccc(C(F)(F)F)c2)c([N+](=O)[O-])c(=O)[nH]1	-5.5	-4.6	1.9	2.6	-7.8	-0.7	2.9	-2.8	-2.9
COc1cccc(C2=CC(=O)C[C@H](c3ccc4c(c3)OCO4)C2)c1OC	2.0	0.8	1.1	18.4	-1.9	-1.5	-3.1	21.0	-1.5
O=C(C1CCCCC1)N1CCN(C(=O)C2CCCCC2)CC1	-2.3	1.0	0.5	-20.5	-2.8	-0.4	-1.0	10.6	-3.3
CCCOc1ccc(N)cc1N	-4.2	26.4	-17.7	115.4*	38.5	51.5*	-50.3	-43.7	-4.2
COc1ccc(CNC(=O)CN(C)Cc2ccc(SC)cc2)cc1	-1.8	3.0	1.2	-9.6	-3.4	-6.8	-8.3	12.9	-2.5
Cc1ccc(N/N=C2\COC(C)(C)CC2=O)cc1	-3.7	-9.6	0.9	15.9	5.7	-5.9	-7.1	5.8	-1.8
CCOC(=O)CNC(=O)CSc1nc(NCc2ccccc2)nc(N(C)C)n1	-13.1	-4.1	1.4	12.8	5.5	0.2	-2.6	20.2	-2.7
O=C(N/N=C/c1oc(O)c2ccccc12)c1ccccc1O	17.2	-19.3	-2.5	-28.1	-1.4	-3.7	6.7	2.4	-2.5
Cc1ccccc1CNC(=O)c1ccccc1	-4.8	-9.6	-1.5	4.9	-0.7	1.1	8.4	25.2	-2.7
Cc1nnc(NC(=O)Cc2ccc(OCc3c(C)noc3C)cc2)s1	-9.1	0.4	-4.6	-10.6	-3.1	-6.9	-13.8	19.4	-0.6
CCOC(=O)C1=C(O)C(=O)N(Cc2ccccc2)C1	-2.0	-4.3	-0.6	4.5	4.9	-0.9	3.4	10.4	-3.4
Cc1ccccc1NC(=O)Cc1nc(COC(=O)c2ncc(Cl)c(Cl)c2Cl)cs1	.	-1.4	-13.3	14.6	.	.	.	-6.3	.
O=C(C=Cc1ccco1)c1ccc([N+](=O)[O-])cc1	.	2.3	2.8	34.1	.	.	.	17.9	.
CC(C)NC(=S)Nc1cccc2cnccc12	5.4	-2.3	-0.3	-0.6	7.0	-4.7	-0.3	-4.7	0.0

Screening results deposited in PubChem BioAssay by Sanford-Burnham Center for Chemical Genomics.
